Compound activity deposited in PubChem by National Center for Advancing Translational Sciences (NCATS).
TbPYK inhibitor = inhibitors of Trypanosoma brucei pyruvate kinase; Q57TT1; TbPYK enzyme, Kinase-Glo Plus ATP luminescence, 45 min; Potency, µM (series often up to 76.8 µM), for the others: at the top dose activity, negative = inhibition, hits mostly inhibitors; 410,000 compounds, 0.12% hits; AID 624173; also: potency is read from the fitted curve at half-maximal effect; % is scaled to controls: 0 for no effect and ±100 for the full control effect; nearly all actives have a fitted effect of over 50% in size
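Assay buffer: 50 mM TEA pH 7.2, 100 mM KCl, 10 mM MgCl2, 0.05% BSA, 0.01% Tween-20. Pyruvate kinase from T. brucei plus substrate met compound, then ADP (130 uM final). Luminescence was read post 45 min RT.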
Cycloheximide cs = counter-screen hit for Shiga toxin inhibitors, cycloheximide; cell reporter, cycloheximide protein synthesis inhibition counterscreen; max response, %; AID 2314; 300,000 compounds, 12% hits; in the data active = max response mostly above about 13%, no sharp cut-off; inactive = mostly below about 14%; also: read at 38.3 µM for the half of the compounds with a filed dose; 0% is about no effect
HCV inh = HCV inhibition. Huh7.5.1 HCVcc-Cre infection, luciferase reporter, 44 h. Potency, µM (doses to about 41.8 µM), inactives show at the top dose activity change, negative = inhibition, actives largely listed as inhibitors. 340,000 compounds, 3.4% hits. AID 651820; also: potency is read from the fitted curve at half-maximal effect; % is scaled to controls: 0 for no effect and ±100 for the full control effect
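Cells (1,000/well) were plated 4 h before compound, then infected with HCVcc-Cre virus (~0.5 moi). After 44 h further culture, infection was read as luciferase luminescence following a 15 min substrate incubation at room temperature.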
Pf growth 96h = P. falciparum growth inhibition at 96 hours; P. falciparum luciferase reporter growth, 96 h; Potency, µM (titrated, usually from 28.7 µM), for the others: top-dose activity change, negative = inhibition, most hits filed as inhibitors; 320,000 compounds, 6.9% hits; AID 504834; also: potency is read from the fitted curve at half-maximal effect; % is scaled to controls: 0 for no effect and ±100 for the full control effect
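Infected RBCs, 2% Hct / 0.05% parasitemia final; luciferase-reporter P. falciparum; cpd 96 h, 37 C, 5% CO2; luciferase detection reagent; luminescence.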
Pf growth 48h = P. falciparum growth inhibition at 48 hours (one generation). AID 504832. P. falciparum luciferase growth in erythrocytes, 48 h. 310,000 compounds, 5.9% hits. Potency, µM (top dose mostly 28.7 µM), inactives show at the top dose activity change, negative = inhibition, actives largely listed as inhibitors; also: potency is read from the fitted curve at half-maximal effect; % is scaled to controls: 0 for no effect and ±100 for the full control effect
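First compound was added to culture medium, then infected red cells at 0.1% parasitemia and 2% hematocrit (final). After incubation at 37 C under 5% CO2, luciferase detection reagent was dispensed and light output recorded.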
Shiga inhibitor = Shiga toxin inhibition; Vero cells, Shiga toxin protein synthesis inhibition reporter; inhibition, % at 38.7 µM; 290,000 compounds, 9.2% hits; AID 2315; in the data active = inhibition mostly above about 28%, no sharp cut-off; inactive = mostly below about 43%; also: 0% is about no effect
LmPK inh = LmPK (Leishmania mexicana) enzyme inhibition; AID 1721; 290,000 compounds, 0.37% hits; purified LmPK, Kinase-Glo ATP luminescence, 1 h; Potency, µM (highest dose often 57.5 µM), without a hit: top-dose activity change, negative = inhibition, usual class: inhibitors; Q27686; also: potency is read from the fitted curve at half-maximal effect; % is scaled to controls: 0 for no effect and ±100 for the full control effect
Target sequence (Q27686 whole entry, looked up): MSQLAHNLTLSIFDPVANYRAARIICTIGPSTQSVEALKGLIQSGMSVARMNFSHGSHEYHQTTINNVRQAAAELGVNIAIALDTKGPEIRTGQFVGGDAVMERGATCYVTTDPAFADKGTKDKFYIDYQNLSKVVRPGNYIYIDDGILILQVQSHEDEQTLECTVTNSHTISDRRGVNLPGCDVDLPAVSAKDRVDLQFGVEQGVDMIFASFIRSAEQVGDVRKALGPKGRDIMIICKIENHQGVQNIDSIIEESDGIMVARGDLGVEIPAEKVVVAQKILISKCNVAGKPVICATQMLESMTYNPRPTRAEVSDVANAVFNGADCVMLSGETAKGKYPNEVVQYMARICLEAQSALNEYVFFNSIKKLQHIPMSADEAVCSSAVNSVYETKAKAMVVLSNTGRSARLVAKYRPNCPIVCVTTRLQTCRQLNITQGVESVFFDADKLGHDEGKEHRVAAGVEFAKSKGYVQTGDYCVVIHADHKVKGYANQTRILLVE
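Kinase-Glo luminescence read after 1 h RT reaction of 0.1 nM LmPK with 0.5 mM PEP and 0.1 mM ADP. Activity scaled between uninhibited and enzyme-free controls.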
An asterisk follows results filed as active; i = inactive; ? = inconclusive; nt = not tested or not shown; & = joins results of further samples; [ ] = remark or other dose. Unless noted, calls follow the shape of the dose curve; as a rule, active = well fitted curve in the direction sought with a large enough effect; inconclusive = small, poorly fitted or top-dose-only effect, or another doubt; inactive = no such curve, though single readings can be large; an effect the other way counts as inactive or inconclusive. Rows were taken by chance, and some 24% of all compounds hit somewhere here.

SMILES	TbPYK inhibitor	Cycloheximide cs	HCV inh	Pf growth 96h	Pf growth 48h	Shiga inhibitor	LmPK inh
COc1ccc(-n2nc(C(=O)NCC(=O)NCC3CCCO3)c3ccccc3c2=O)c(OC)c1 (stereo unspecified)	3%	-8	6%	33%[activator]	1%	-21	0%
COc1ccccc1N1CCN(CCNC(=O)Nc2cccc(C)c2C)CC1	-2%	-2	?	18%	?	6	-1%
CCn1cc(Br)c(C(=O)NN)n1	-2%	58*	-1%	27%	58%[activator]	71	3%
Cc1ccc(OCCn2ccnc2)c([N+](=O)[O-])c1	3%	-2	0%	?	?	-6	-6%
O/N=C1\CCC\C1=C/c1ccco1	-1%	10	25%	0%	32%	16	-1%
Cc1nc(-c2ccc([N+](=O)[O-])cc2)c(-c2ccccc2)o1	1%	-2	?	35%[activator]	nt	-2	5%
CCCOc1ccc(C(=O)Nc2ccc(S(=O)(=O)N3C[C@@H]4C[C@@H](C3)c3cccc(=O)n3C4)cc2)cc1	-2%	nt	3.2µM*	4.7µM*	2.1µM*	nt	nt
O=c1cc(-c2c(F)c(F)c(F)c(F)c2F)oc2c(F)c(F)c(F)c(F)c12	nt	13	nt	-11%	?	25	-2%
COCCN(C(=O)c1csnn1)C(C(=O)NC(C)(C)C)c1cccc(OC)c1 (stereo unspecified)	2%	2	1%&11%	nt	-5%	-4	3%
COc1ccc(C(=O)c2no[n+]([O-])c2C(=O)c2ccc(OC)cc2)cc1	-11%	14	?	-20%	?	-13	8%
COc1cccc(CNC(=O)COc2cccc3c2OC(C)(C)C3)c1	-1%	nt	?	-4%	?	nt	nt
CCOc1ccccc1OCC(=O)Nc1cccc(S(=O)(=O)N2CCCCCC2)c1	3%	nt	?	13µM*	?	nt	nt
O=C(CCc1nc2ccccc2c(=O)[nH]1)N1CCN(S(=O)(=O)c2ccc(F)cc2)CC1	-5%	nt	-8%	?	?	nt	nt
COc1ccc(S(=O)(=O)Nc2ccc(NC(C)=O)cc2)cc1	9%	-2	2%	nt	-6%	-8	1%
O=C(Cc1ccc(Cl)cc1Cl)OCC(=O)N1CCN(C(=O)c2ccco2)CC1	-1%	10	11%	23%	26%	9	-2%
O=C(c1ccco1)N1CCN(C(c2cccs2)c2sc3ncnn3c2O)CC1 (stereo unspecified)	-2%	-2	10%	?	nt	-12	1%
COc1ccc(C(=O)N2CCCC(N3CCN(c4ccccc4OC)CC3)C2)c(OC)n1 (stereo unspecified)	4%	-3	-15%	-12%	-2%	-3	-3%
CCCN(CC1CC1)C(=S)Nc1ccc(Oc2ccccc2)cc1	-17%	-5	?	-92%	17%	-9	4%
CCCCCCn1c(NCC)nc2c1c(=O)n(C)c(=O)n2C	-7%	3	5.6µM*	?	3.3µM*	-8	4%
COc1cc(C(=O)N(Cc2ccc(C)o2)C2CCS(=O)(=O)C2)cc(OC)c1OC (stereo unspecified)	-4%	-2	9%	-21%	-11%	-2	-1%
Cc1cc(C)nc(SCCc2ccncc2)n1	-25%	11	1%	?	?	22	2%
Cc1noc(C)c1C(=O)N(CC(=O)Nc1ccccc1Br)Cc1ccco1	-6%	nt	8%	-9%	5%	nt	nt
Cc1cnc(NC(=O)Cc2ccccc2F)s1	4%	-3	-13%	0%	-2%	15	-1%
Cc1cc2nnc(SCC(=O)NCC(c3ccccc3)N(C)C)n2c2ccccc12 (stereo unspecified)	-11%	-4	nt	?	-7%	13	0%
COc1cc(OC)c(NC(=O)C2CCN(S(=O)(=O)c3ccc4c(c3)CC(C)N4C(C)=O)CC2)cc1Cl (stereo unspecified)	3%	17*	?	0%	0%	-4	1%
CC(=O)Nc1ccc(S(=O)(=O)N2CCC(C(=O)O)CC2)cc1	-7%	0	14%	?	3%	3	-4%
CCOC(=O)c1sc(=S)n(-c2ccccc2)c1SC	9%	-2	?	13µM*	12µM*	-7	-1%
Cc1cc(C)nc(N(C#N)Cc2ccccc2Cl)n1	4%	-3	-3%	60%[activator]	nt	-8	7%
O=C(Cn1c2ccc(F)cc2c2nc3n(c(=O)c21)CCS3)NC1CCCC1	2%	4	10%	165%[activator]	-24%	-14	-1%
COc1ccc(CNC(=O)/C=C/c2ccc(OCCCF)cc2)cc1OC	2%	2	-27%	?	1%	-12	0%
Cc1ccc(S(=O)(=O)N2CCN(C)CC2)c2nsnc12	4%	-4	16%	6%	19%	-5	1%
CSc1nc(-c2ccccc2F)c(C#N)c(=O)n1C	0%	-5	-3%	0%	22%	-20	13%
Cc1ccc(N2C(=O)c3n[nH]c(C)c3C2c2ccco2)cc1 (stereo unspecified)	-14%	37*	-6%&9%	-8%	42%[activator]	73*	-1%
O=S(=O)(CCN1CCN(C(c2ccccc2)c2ccccc2)CC1)C(F)(F)F	-5%	-3	?	?	?	21	2%
Cc1c(CCO)c(=O)n(C)n1C(=O)c1ccc(Cl)cc1	0%	1	0%	116%[activator]	17%	9	-3%
COc1ccc(NC(=O)N(CCN2CCCC2)Cc2cc3cc(OC)c(OC)cc3[nH]c2=O)cc1	-5%	1	-18%	?	9.3µM*	4	3%
COc1ccc(/C(C)=N/NC(=O)Cn2nc([N+](=O)[O-])cc2C)cc1	4%	5	-12%	0%	?	0	2%
NC(=O)CC(NC(=O)Cc1cccc2ccccc12)c1ccc(N2CCC(Cc3ccccc3)CC2)c([N+](=O)[O-])c1 (stereo unspecified)	-5%	-1	-11%	-28%	12%	-12	7%
c1cc(-n2cnnn2)ccc1NC1=NCCC1	-3%	-5	14%	nt	4%	-29	-2%
O=C(/C=C/c1cccc([N+](=O)[O-])c1)N1CCOCC1	-4%	-1	17%	-19%	25%	4	0%
O=c1[nH]c2cc(Br)cnc2nc1/C=C(\O)c1ccc(F)cc1	-9%	8	-8%	65%[activator]	18%	10	-1%
O=C(CC1C(=O)NCCN1Cc1cccc(C(F)(F)F)c1)NCCCOc1cccnc1 (stereo unspecified)	-4%	-2	-4%	0%	0%	-7	-5%
CCNCC(O)COCC(O)CNCC (stereo unspecified)	-2%	-1	-5%	nt	19%	-11	-3%
COc1ccccc1C(=O)Oc1ccccc1C(=O)Nc1ccccc1	-8%	23*	4%	?	1%	52*	3%
CCC(=NCCCn1ccnc1)c1c(O)n(-c2ccc(OC)cc2)c(=O)[nH]c1=O	3%	-3	26%	56%[activator]	40%	23	-1%
CC(C)Oc1cccc(C(=O)N/N=C/c2coc3ccccc3c2=O)c1	-6%	-1	0%	?	17%	-6	-15%
O=C(N/N=C/c1ccc(O)cc1O)C(=O)N/N=C/c1ccc(O)cc1O	-8%	-2	-2%	-1%	?	1	-6%
CC(C)OC(=O)c1ccc(N2CCN(c3ccccc3F)CC2)nc1	4%	10	11µM*	?	-12%	-6	-4%
O=C(c1cccc(Cl)c1)C1CCCN(C(=O)c2ccc3c(c2)OCO3)C1 (stereo unspecified)	0%	-9	?	?	13%	4	-11%
Nc1nonc1C(=O)NCCNCc1ccccc1	-3%	-2	4%	12µM*	nt	-8	0%
CCC(C)N(C(=O)COC(=O)c1ccc(=O)n(Cc2ccccc2)n1)C1CCS(=O)(=O)C1 (stereo unspecified)	3%	nt	9%	?	45%[activator]	nt	nt
O=C(CSc1nc2scc(-c3ccccc3)c2c(=O)[nH]1)NC1CCCCC1	nt	12	nt	-14%	31%[activator]	1	7%
CCOc1ccc(S(=O)(=O)NCC2CCCO2)cc1NC(=O)c1ccccc1F (stereo unspecified)	0%	1	-4%	?	22%	-12	0%
CC(NC(=O)c1ccccc1F)C12CC3CC(CC(C3)C1)C2 (stereo unspecified)	-7%	nt	1%	-33%	?	nt	nt
CC(C)(C)/C=N/NC(=O)C1CC1	2%	15	-5%	11%	1%	36	3%
Cc1ccc(S(=O)(=O)ON2C(=O)c3ccccc3C2=O)c(C)c1	-20%	1	9%	-14%	3%	-2	?
c1ccc2c(NCCCN3CCOCC3)c3ccccc3nc2c1	nt	-1	nt	?	?	-11	10%
O=C(c1ccc(NC2=NC3CS(=O)(=O)CC3S2)cc1)N1CCN(c2ccccc2)CC1 (stereo unspecified)	5%	-4	17%	3%	15%	-6	-4%
Cc1ccc(OCCNC(=O)C2CC(=O)N(Cc3ccccc3)C2)cc1 (stereo unspecified)	-4%	nt	1%	?	-26%	nt	nt
CCOc1ccc(N(CC(=O)NC2CCCC2)C(=O)Cn2nnc(-c3ccc(C)o3)n2)cc1	-10%	-3	-12%	-5%	?	-5	2%

4 of these compounds, set out differently.
SMILES,TbPYK inhibitor,Cycloheximide cs,HCV inh,Pf growth 96h,Pf growth 48h,Shiga inhibitor,LmPK inh
Cc1c(CCO)c(=O)n(C)n1C(=O)c1ccc(Cl)cc1,0%,1,0%,116%[activator],17%,9,-3%
O=C(N/N=C/c1ccc(O)cc1O)C(=O)N/N=C/c1ccc(O)cc1O,-8%,-2,-2%,-1%,?,1,-6%
COc1ccc(/C(C)=N/NC(=O)Cn2nc([N+](=O)[O-])cc2C)cc1,4%,5,-12%,0%,?,0,2%
CSc1nc(-c2ccccc2F)c(C#N)c(=O)n1C,0%,-5,-3%,0%,22%,-20,13%

(list continues)
SMILES	TbPYK inhibitor	Cycloheximide cs	HCV inh	Pf growth 96h	Pf growth 48h	Shiga inhibitor	LmPK inh
Cc1cc(C)n(-c2nc(-c3cccc(Cl)c3)cs2)n1	-2%	23*	?	-23%	nt	35	10%
COc1ccc([C@]23Cc4cc(C#N)ccc4C(O2)c2c(cc(-c4ccccc4)oc2=O)O3)cc1	nt	-2	nt	-6%[5.75 µM]	?	i	0%[11.5 µM]
CCCCCCCCNC(=O)/C(C#N)=C/c1ccc(SC)cc1	-2%	7	?	-28%	18%	-2	0%
O=C1CN(C(=O)CC2c3ccccc3-c3ccccc32)CC(=O)N1	1%	-2	11%	nt	6%	5	1%
COc1ccc(-c2nc(=S)c3ccc4ccccc4c3[nH]2)cc1	-3%	-2	-4%	25%	?	-5	-1%
CCCc1ccc2oc(C(=O)N3CCN(CCC(N)=O)CC3)c(C)c2c1	-3%	8	-4%	?	2%	14	2%
Cc1ccc(S(=O)(=O)N2[C@@H](c3ccccc3F)C(C(=O)O)=CC[C@H]2c2ccc(Cl)c(Cl)c2)cc1	0%	nt	6%	12µM*	?	nt	nt
Cn1cc(C(=O)c2ccc(F)cc2)cc1-c1nc2ccccc2n1C	-5%	-1	?	30%[activator]	?	-9	2%
COCCn1cnnc1SCC(=O)Nc1cccc(S(=O)(=O)N2CCCCC2)c1	-1%	nt	-7%	?	?	nt	nt
Cc1ccc(/C=N/NC(=O)c2cccnc2)s1	0%	18*	16%	?	16%	58*	-8%
COC(=O)c1cc2c(=O)n3cccc(C)c3nc2n(Cc2cccnc2)c1=N	nt	1	7%	31%	-4%	-12	0%
O=C(COC(=O)[C@@H]1CCCN1S(=O)(=O)c1ccc(Cl)cc1)NC1CC1	1%	1	26%	-11%	9%	-6	-3%
COCc1ccc(CN2CCCC(CCC(=O)NCc3ccc(C)o3)C2)o1 (stereo unspecified)	-1%	-2	11%	?	-29%	5	-1%
